tuberculosis growth: growth inhibition of non-replicating M. tuberculosis (AID 488890) | Mycobacterium tuberculosis non-replicating, growth inhibition; higher % means a stronger effect | inhibition, % at 25 µM, or IC50 in µM where a hit was titrated | hit rate 0.39% among 320,000; in the data active means a potency from the dose series; inconclusive means inhibition mostly from about 82% at the one dose, without a potency; inactive means the rest, 99 in 100 with inhibition below about 76%;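 further: plate controls were DMSO cells for no effect and high antibiotic wells for full effect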
PhoP GFP inhibition: PhoP regulon inhibitors, Salmonella typhi PhoP promoter GFP reporter, confirmatory (AID 1850) | Salmonella Typhi PhoP-promoter GFP reporter, fluorescence, 4 h; higher % means a stronger effect | inhibition, % at 50 µM; hits with a dose series show IC50 in µM | hit rate 0.33% among 310,000; in the data active means a potency from the dose series; inconclusive means inhibition mostly from about 25% at the one dose, without a potency; inactive means the rest, 99 in 100 with inhibition below about 19%;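 further: 0% = induced wells with vehicle and 100% = uninduced wells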
inhibitors of VEEV: inhibitors of VEEV TC-83 cytopathic effect, confirmation, Vero cells (AID 588727); Vero cells, VEEV TC-83 cytopathic effect inhibition; higher % means a stronger effect; one-dose inhibition, % at 20 µM; IC50 in µM for titrated hits; hit rate 0.13% among 350,000; in the data active means a potency from the dose series; inconclusive means inhibition mostly from about 14% at the one dose, without a potency; inactive means the rest, 99 in 100 with inhibition below about 12%; further: strong numbers were not always called active
M. tuberculosis HTS: M. tuberculosis growth inhibition, HTS (AID 449762). M. tuberculosis H37Rv growth inhibition, 7H9 media; higher % means a stronger effect. one-dose inhibition, % at 25 µM; IC50 in µM for titrated hits. hit rate 0.59% among 330,000; in the data active means a potency from the dose series; inconclusive means inhibition above about 70% without an active follow-up result;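 further: bacterial growth assessed after seven days of incubation; strong numbers were not always called active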
influenza NS1A: H1N1 influenza NS1A inhibitors, functional cell based assay (AID 504329); NS1A functional cell-based assay, percent inhibition; higher % means a stronger effect; one-dose inhibition, % at 12.5 µM; IC50 in µM for titrated hits; hit rate 0.3% among 340,000; in the data active means a potency from the dose series; inconclusive means inhibition above about 27% without an active follow-up result; further: strong numbers were not always called active
inhibitors of VEEV 10K pilot screen: also measured in inhibitors of VEEV; calls as there; inhibition, %; measured here: 10K pilot screen inhibition
Starred values were filed as active, the others as inactive; i = inactive; ? = inconclusive; nt = not tested or not shown; & = joins results of further samples. The order is random. About 1.5% of those tested had a hit in this group.

SMILES	tuberculosis growth	PhoP GFP inhibition	inhibitors of VEEV	M. tuberculosis HTS	influenza NS1A	others
O=C(CN1CCN(Cc2ccc(F)cc2)CC1)Nc1ccccc1F	-5.9%	4.7%	0.9%	1.6%	19.8%
Cc1oc(C)c(C(N)=O)c1C(N)=O	2.1%	1.1%	0.2%	-0.1%	-1.0%
CSc1nnc(N2C(=O)C(O)=C(C(=O)c3ccco3)C2c2ccccc2F)s1 (stereo unspecified)	22.4%	-46.0%	1.1%	11.4%	-7.9%
O=C(CN1C(=O)COc2ccc(Cl)cc21)Nc1ccc2c(c1)OCCO2	-1.9%	-11.6%	1.3%	-2.9%	-6.5%
CCc1nnc(NCn2nc(C)cc2C)s1	-2.5%	14.3%	1.8%	-4.7%	6.2%
CC1(C)CC(NC(=O)c2cccc(S(=O)(=O)N(Cc3ccccc3)c3ccccc3)c2)CC(C)(C)N1	57.3%	7.5%	i	-5.7%	0.1%
COc1ccccc1CN(CC(=O)NCc1ccc2c(c1)OCO2)C(=O)c1ccc2c(c1)OCCO2	15.5%	8.2%	1.7%	-0.9%	4.5%
Cc1ccc(S(=O)(=O)N2CCOCC2)cc1C(=O)NC1CCN(Cc2ccccc2)CC1	nt	nt	0.5%	nt	-9.1%
COc1ccc2[nH]c(=O)c(CN(c3ccccc3OC)S(=O)(=O)c3ccccc3)cc2c1	nt	-6.2%	?	-4.4%	-1.7%
COc1ccc(C2=NOC(COc3ccc4c(C)cc(=O)oc4c3)C2)c(OC)c1 (stereo unspecified)	12.0%	-4.6%	30.0%	18.5%	nt
Cc1nn(Cc2ccccc2Cl)c(C)c1C(=O)NCc1ccco1	-7.3%	-4.9%	0.3%	-3.7%	3.4%
CCCCOc1ccccc1NC(=O)CC1Nc2ccccc2NC1=O (stereo unspecified)	24.6%	-0.6%	3.8%	-4.8%	4.2%
COc1ccc(OC)c(S(=O)(=O)N2CCC(C(=O)N3CCCC3)CC2)c1	-16.1%	7.8%	0.0%	1.7%	4.1%
COC(=O)c1ccc2c(=O)n(CCN3CCOCC3)c(SCC(=O)Nc3cccc(OC)c3)nc2c1	-9.3%	7.2%	i	0.4%	1.3%
COc1cc(CC(=O)N/N=C/c2ccccc2)c([N+](=O)[O-])cc1OC	-10.1%	3.9%	nt	-6.5%	nt
Cc1cccc(N2CCN(C(=O)C3CCN(S(=O)(=O)c4c(C)noc4C)CC3)CC2)c1C	-1.9%	4.3%	i	4.6%	2.5%
O=C(CSc1nc(-c2ccccc2)cc(=O)[nH]1)N1CCc2ccccc21	-1.4%	5.3%	1.1%	-6.7%	17.7%
COC(=O)C1=C(C)NC(C)=C(C(=O)OC)C1c1ccc(-c2cccc([N+](=O)[O-])c2)o1	4.5%	1.7%	2.5%	3.4%	4.1%
O=C(COC(=O)CCc1nc2ccccc2c(=O)[nH]1)NC(c1ccccc1)c1ccccc1	-2.9%	3.7%	i	-13.8%	-7.0%
O=C(CCc1ccccc1)N1CCN(CCO)CC1	-0.8%	-0.4%	0.4%	-2.9%	8.2%
CCOC(=O)c1ccc(S(=O)(=O)NNC(=O)COc2ccc(C)cc2)cc1	6.0%	-6.3%	0.8%	-18.0%	-6.3%
CCc1ccc(C(=O)N/N=C/c2ccc(Cl)cc2Cl)nc1	?	-1.5%	nt	-0.8%	nt
CCc1nnc(NC(=O)c2ccc(Cl)c(S(=O)(=O)N3CCc4ccccc4C3)c2)s1	-9.6%	-2.6%	2.6%	-4.0%	-5.8%
CCOC(=O)C1CCN(CCC(=O)Nc2ccc(Br)c(C)c2)CC1	?	-0.6%	0.8%	43.6%	-7.8%
Nc1nc(SCC(=O)NCc2ccc3c(c2)OCO3)n[nH]1	-10.5%	7.8%	0.5%	-3.2%	-1.7%
O=C(c1ccco1)N(Cc1ccc([N+](=O)[O-])cc1)c1ccc(Br)cc1	9.3%	1.7%	2.1%	-4.0%	2.4%
COc1cc2[nH]c(=S)n(Cc3ccc(F)cc3)c(=O)c2cc1OC	-11.4%	-4.9%	i	5.5%	4.6%
COC(=O)NNC(=O)CCCOc1ccc(Cl)cc1Cl	32.3%	-7.4%	0.4%	-0.2%	3.9%
O=C(NCc1ccccc1Cl)c1ccc(Br)o1	70.3%	7.8%	i	2.7%	11.7%
C=CCN1C(=O)/C(=C2\SC(N3CCOCC3)=NC2=O)c2cc(Br)ccc21	16.2%	1.6%	10.3%	-1.3%	24.4%
COc1ccc(CCNC(=O)COC(=O)c2ccc[nH]c2=O)cc1	6.3%	-19.0%	1.7%	-5.3%	7.7%
N#C/C(=C\c1cn[nH]c1-c1ccccc1Br)C(=O)O	-4.6%	-18.2%	0.8%	7.9%	-5.1%
CCCn1c(C)cc(-c2csc(NC(=O)CCc3nc4ccccc4c(=O)[nH]3)n2)c1C	25.1%	11.2%	5.3%	-6.5%	-0.7%
CC(C)(C)Cc1nnc(NS(=O)(=O)c2ccc(F)cc2)s1	10.6%	-7.0%	0.4%	-2.4%	-11.7%
O=C1c2ccccc2C(=O)N1CC1CO1 (stereo unspecified)	nt	nt	2.6%	nt	-1.1%
Cc1cc(C)n2nc(-c3cccnc3)nc2n1	-1.7%	3.8%	0.3%	4.6%	-18.3%
Cc1ccc(S(=O)(=O)N2CCC(C(=O)OC(C)C(=O)NC3CCCCC3C)CC2)cc1 (stereo unspecified)	6.4%	nt	0.8%	-7.8%	-21.7%
CC(NC(=O)NC1CCCCC1)C(c1cccs1)N1CCN(c2ccccc2)CC1 (stereo unspecified)	35.7%	0.0%	1.6%	-1.3%	14.9%
COc1cccc(N/C=C/c2onc(C)c2[N+](=O)[O-])c1	15.5%	-5.4%	0.3%	11.8%	6.6%	inhibitors of VEEV 10K pilot screen=1.6
Cc1ccc(N(CC(=O)NCc2ccco2)C(=O)CCC(=O)Nc2nccs2)c(C)c1	-1.9%	-3.1%	0.5%	1.4%	0.1%
O=C(CSCc1ccccc1Cl)NN=C1CCCCCC1	-4.8%	9.9%	1.5%	-5.3%	7.8%
CCCCCCc1ccc(N2C[C@H](C)[C@@H](CC(=O)NCc3ccccc3)C2=O)cc1	19.9%	-0.1%	i	90.8%	6.1%
O=C(CCCn1c(=O)[nH]c2ccsc2c1=O)N1CCCCC1	3.4%	-12.4%	1.5%	3.5%	3.7%
CCS(=O)(=O)N1Cc2ccccc2CC1C(=O)NCCc1ccccc1 (stereo unspecified)	16.0%	7.8%	i	0.3%	-0.1%
CCOC(=O)C1(Cc2ccccc2)CCCN(Cc2ccc(OCC)c(CO)c2)C1 (stereo unspecified)	18.2%	2.5%	2.1%	3.8%	-2.1%
CN(c1ccccc1)c1ncccn1	12.4%	-3.8%	i	-2.3%	nt
Cc1ccc(CNC(=O)CSc2nc(N3CCCCC3)nc(N3CCCCC3)n2)cc1	-13.0%	-1.4%	0.6%	-1.0%	0.1%
COc1ccc(Nc2nc(CC(C)=O)ns2)cc1	-0.2%	-8.4%	1.9%	-1.5%	-14.0%
COc1ccc(-c2cn3c(C)c(C(=O)N4CCCc5ccccc54)sc3n2)cc1	25.6%	-2.8%	10.0%	-3.5%	12.2%
CC(=O)c1cccc(OCc2cc(C(=O)N(C)CCc3ccccn3)no2)c1	0.7%	-15.0%	3.0%	-1.4%	17.1%

Overlap with the part before: two compounds; new compounds follow.
SMILES	tuberculosis growth	PhoP GFP inhibition	inhibitors of VEEV	M. tuberculosis HTS	influenza NS1A	others
COc1ccc(-c2cn3c(C)c(C(=O)N4CCCc5ccccc54)sc3n2)cc1	25.6%	-2.8%	10.0%	-3.5%	12.2%
CC(=O)c1cccc(OCc2cc(C(=O)N(C)CCc3ccccn3)no2)c1	0.7%	-15.0%	3.0%	-1.4%	17.1%
O=C1c2cccc(OCC(=O)N3CCCc4ccccc43)c2CCN1Cc1cccnc1	nt	-1.2%	9.7%	3.9%	2.2%
CCN(CC(=O)Nc1ccc(OC)cc1)C(=O)Cc1coc2cc(C)c(C)cc12	6.6%	nt	1.6%	-7.5%	-1.7%
CN(c1ccc(OCC(=O)N2CCCC2)cc1)S(=O)(=O)c1ccc(Cl)cc1	7.2%	nt	0.3%	-4.5%	1.5%
CCOC(=O)C1(CC2CC2)CCN(Cc2cnc(-c3ccccc3C)nc2)CC1	19.1%	8.4%	i	-2.3%	-4.8%
O=C(N/N=C/c1cccc(Cl)c1Cl)Nc1ccccc1	-6.2%	-9.9%	2.7%	-3.7%	3.6%
CCCOc1ccc(/C=N/NC(=O)CN2CCCCC2)cc1	18.1%	-3.8%	0.5%	-11.1%	3.5%
CC(C)/C=C/CN1CCN(CCCc2ccccc2)C(CCO)C1 (stereo unspecified)	9.2%	0.4%	0.0%	6.9%	-8.4%
COc1cc(OC)cc(-c2cc3nc(C)c(CCC(=O)NC(C)CCc4ccco4)c(C)n3n2)c1 (stereo unspecified)	45.2%	-4.3%&13.4%	5.1%	44.3µM*	1.1%
CCc1ccc(NC(=O)CN(c2ccccc2)S(=O)(=O)N(C)C)cc1	2.9%	5.1%	2.0%	-8.5%	-2.0%
Cc1ccc(S(=O)(=O)NCC(=O)Nc2cccnc2)cc1C	11.4%	nt	i	-2.7%	-9.8%
O=C(CNC(=S)NC(=O)c1ccc(F)cc1)c1ccccc1	13.2%	-11.7%	0.4%	0.6%	16.3%
COc1cccc(CNc2ccc(C(=O)O)cc2)c1OCc1ccccc1	3.1%	0.2%	0.5%	0.0%	-1.5%
O=C(CSc1ccc(Cl)cc1)Nc1cccc(-c2nc3ncccc3o2)c1	-1.5%	-7.1%	10.8%	1.0%	0.5%
Nc1c(-c2ccc(Cl)cc2)nnn1-c1ccccc1	13.8%	-7.3%	3.6%	1.7%	-0.7%
CCOc1ccc(/C=C/C(=O)OCC(=O)Nc2cccc(S(=O)(=O)N3CCCC3)c2)cc1	9.6%	nt	4.6%	2.6%	-2.4%
COc1cccc(C2=NN(C(=O)c3ccco3)C(O)(C(F)(F)F)C2)c1 (stereo unspecified)	50.5%	-1.9%	0.8%	33.6%	-3.1%
CN(Cc1ccccc1)/C(=N/O)c1cccc(Cl)c1	6.2%	-12.2%	0.9%	6.8%	-19.6%
O=C(O)Cc1csc(NC(=O)c2ccco2)n1	6.2%	-14.3%	0.2%	2.7%	0.2%
COc1ccccc1NS(=O)(=O)c1cccc(C(=O)NCC2(N3CCCCC3)CCCCC2)c1	nt	nt	3.7%	nt	3.1%
CC(N1CCOC1=O)S(=O)(=O)c1ccccc1 (stereo unspecified)	nt	-8.4%	0.6%	-10.1%	-1.9%

Structural class: the compounds so far containing a Cl atom.
SMILES	tuberculosis growth	PhoP GFP inhibition	inhibitors of VEEV	M. tuberculosis HTS	influenza NS1A	others
O=C(CN1C(=O)COc2ccc(Cl)cc21)Nc1ccc2c(c1)OCCO2	-1.9%	-11.6%	1.3%	-2.9%	-6.5%
Cc1nn(Cc2ccccc2Cl)c(C)c1C(=O)NCc1ccco1	-7.3%	-4.9%	0.3%	-3.7%	3.4%
CCc1ccc(C(=O)N/N=C/c2ccc(Cl)cc2Cl)nc1	?	-1.5%	nt	-0.8%	nt
CCc1nnc(NC(=O)c2ccc(Cl)c(S(=O)(=O)N3CCc4ccccc4C3)c2)s1	-9.6%	-2.6%	2.6%	-4.0%	-5.8%
COC(=O)NNC(=O)CCCOc1ccc(Cl)cc1Cl	32.3%	-7.4%	0.4%	-0.2%	3.9%
O=C(NCc1ccccc1Cl)c1ccc(Br)o1	70.3%	7.8%	i	2.7%	11.7%
O=C(CSCc1ccccc1Cl)NN=C1CCCCCC1	-4.8%	9.9%	1.5%	-5.3%	7.8%
CN(c1ccc(OCC(=O)N2CCCC2)cc1)S(=O)(=O)c1ccc(Cl)cc1	7.2%	nt	0.3%	-4.5%	1.5%
O=C(N/N=C/c1cccc(Cl)c1Cl)Nc1ccccc1	-6.2%	-9.9%	2.7%	-3.7%	3.6%
O=C(CSc1ccc(Cl)cc1)Nc1cccc(-c2nc3ncccc3o2)c1	-1.5%	-7.1%	10.8%	1.0%	0.5%
Nc1c(-c2ccc(Cl)cc2)nnn1-c1ccccc1	13.8%	-7.3%	3.6%	1.7%	-0.7%
CN(Cc1ccccc1)/C(=N/O)c1cccc(Cl)c1	6.2%	-12.2%	0.9%	6.8%	-19.6%

Screens: PubChem BioAssay, Southern Research Specialized Biocontainment Screening Center
